Screens: PubChem, National Center for Advancing Translational Sciences (NCATS)
APE1 inh: APE1 (human) endonuclease inhibition | P27695 | recombinant APE1, TAMRA/BHQ-2 abasic DNA cleavage fluorescence | Potency, µM (series often up to 65.8 µM), inactives show top-dose activity change, negative = inhibition, most hits filed as inhibitors | hit rate 0.35% among 350,000;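 further: potency means the concentration at half of the fitted maximal effect; plate controls were vehicle for no effect and reference inhibitor for full effect; nearly all actives have a fitted effect of over 55% in size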
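Step 1: APE1 (0.75 nM) with compound, 15 min RT. Step 2: add 50 nM fluorophore/quencher THF duplex. Step 3: three fluorescence reads 60 s apart (525/598 nm); read 3 minus read 1 = reaction progress.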
LDHA inh: inhibitors of human lactate dehydrogenase A; AID 1347041; purified LDHA, NADH/diaphorase-resazurin fluorescence; active compounds read low; hit rate 0.15% among 480,000; P00338; activity change, % (values are at about 110 or 230 µM); in the data active means activity change below about -30%; inconclusive means mostly about -25% to -30%;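 further: plate controls were DMSO wells for no effect and wells without enzyme for full effect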
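Remaining NADH was detected by diaphorase (0.133 mg/mL) converting 37 µM resazurin to fluorescent resorufin, read at 0 and 20 minutes. The preceding 5-minute room-temperature reaction used 2 nM LDHA, 0.2 mM sodium pyruvate and 0.06 mM NADH at pH 7.4.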
Pol iota inh: blocks human DNA polymerase iota activity; Q9UNA4; Pol iota fluorescent replication assay, 10 min; Potency, µM (series often up to 115 µM), inactives show top-dose activity, negative = inhibition, actives largely listed as inhibitors; hit rate 1% among 390,000; AID 588590; further: potency means the concentration at half of the fitted maximal effect
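Pol iota at 10 nM preincubated 15 min with compounds at room temperature; reaction started with fluorescent substrate, 50 nM final. Fluorescence read kinetically at 0 and 10 min; buffer-only wells as negative control.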
POLH inh: inhibitors of human DNA polymerase eta. Q9Y253. recombinant Pol eta, fluorescent DNA replication assay. Potency, µM (top dose mostly 114 µM), for inactives: at the highest dose activity change, negative = inhibition, most hits filed as inhibitors. hit rate 1.2% among 390,000. AID 588591; further: potency means the concentration at half of the fitted maximal effect; on the % scale 0 is the no-effect control and ±100 the full control effect
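Pol eta at 10 nM preincubated with compounds 15 min at room temperature; reaction started with fluorescent substrate (50 nM final) and read kinetically at 0 and 10 min.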
BLM helicase inh: Bloom syndrome helicase (human) inhibition; recombinant BLM DNA unwinding, fluorescence dequenching; AID 2528; hit rate 0.2% among 350,000; Potency, µM (titrated, usually from 56.1 µM), for the others: at the highest dose activity change, negative = inhibition, hits mostly inhibitors;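 further: potency means the concentration at half of the fitted maximal effect; plate controls were vehicle for no effect and no enzyme for full effect; nearly all actives have a fitted effect of over 35% in size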
Glioma ERSR ind: induces the endoplasmic reticulum stress response in human glioma cells; AID 602332; U87-MG GRP78 promoter luciferase reporter, 16 h; hit rate 0.02% among 420,000; Potency, µM, without a hit: top-dose activation, most hits filed as activators; further: potency means the concentration at half of the fitted maximal effect; series mostly up to about 76 µM; % of control where 0% means no effect; nearly all actives have a fitted effect of over 35% in size
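ERSR induction read as luciferase luminescence (Bright-Glo, 10 min at room temperature) in stably transfected human U87-MG glioma cells exposed to compounds for 16 h, using GRP78 as sensor.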
Anesthetic bind: binds horse apoferritin like a general anesthetic; P02791; apoferritin/1-aminoanthracene competitive binding, fluorescence; Potency, µM (highest dose often 77.5 µM), for the others: top-dose activity change, negative = displacement, actives largely listed as inhibitors; hit rate 0.074% among 350,000; further: potency means the concentration at half of the fitted maximal effect; on the % scale 0 is the no-effect control and ±100 the full control effect; nearly all actives have a fitted effect of over 20% in size
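Probe: 1-aminoanthracene (50% saturated, PBS). Protein: horse-spleen apoferritin, 10 uM. Incubation: 10 min, room temperature. Detection: 380 nm excitation, 535 nm emission. Analysis: normalized response, four-parameter Hill.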
POLB inh: blocks human DNA polymerase beta activity; hit rate 1.3% among 340,000; Potency, µM (highest dose often 114 µM), inactives show top-dose activity change, negative = inhibition, usual class: inhibitors; P06746; AID 485314; Pol beta primer extension/strand displacement, fluorescence kinetic; further: potency means the concentration at half of the fitted maximal effect; on the % scale 0 is the no-effect control and ±100 the full control effect
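Enzyme-only controls used 10 nM Pol beta; buffer lacking enzyme served as negative control. Compound preincubated 15 min, then 50 nM substrate added; 0 and 10 min reads at room temperature.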
Pol kappa inh: inhibitors of human DNA polymerase kappa; purified Pol kappa, fluorescent DNA synthesis assay, 10 min; Potency, µM (titrated, usually from 107 µM), for inactives: at the top dose activity, negative = inhibition, most hits filed as inhibitors; hit rate 0.53% among 400,000; further: potency means the concentration at half of the fitted maximal effect; on the % scale 0 is the no-effect control and ±100 the full control effect
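Readout: fluorescence, taken kinetically at 0 and 10 min. Conditions: 10 nM Pol kappa, 15 min RT compound preincubation, 50 nM substrate final. Controls: enzyme-free buffer wells.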
Starred values were filed as active, the others as inactive; ? = inconclusive; / = not tested or not shown; & = joins results of further samples; [ ] = another dose, or the depositor's remark. Unless noted, the call rests on the fitted dose curve; in most records, active means well fitted curve in the direction sought with a large enough effect; inconclusive means small, poorly fitted or top-dose-only effect, or another doubt; inactive means no such curve, though single readings can be large; an effect the other way counts as inactive or inconclusive.

#1 Cc1c(N)c(C)c([N+](=O)[O-])c(C)c1[N+](=O)[O-]
#2 Cc1nn(Cc2ccccc2Cl)c(C)c1C(=O)OCC(=O)N1CC(C)OC(C)C1 (stereo not drawn)
#3 CN(CC(=O)Nc1ccccc1-c1ccccc1)C1CCCCC1
#4 CC1CC2(C)C(=CC1=O)CCC1C3CCC(C)(O)C3(C)CC3OC312 (stereo not drawn)
#5 Cc1c(C=O)c2ccccc2n1Cc1cccc(F)c1
#6 CN(C)C(=O)Oc1ccc(Cl)c2cccnc12
#7 CCC(=O)N1CC(=O)Nc2ccc(F)cc2C1c1ccc(F)cc1 (stereo not drawn)
#8 O=C1N(c2cccc(Cl)c2)C(c2cccnc2)N2CCCN12 (stereo not drawn)

compound no.	1	2	3	4	5	6	7	8
APE1 inh	-2%	1%	3%	/	1%	-2%	-8%	4%
LDHA inh	0	-3	-2	-3	-3	0	2	-5
Pol iota inh	6%	8%	6%	33%[activator]	-19%	21%	125%[activator]	21%
POLH inh	-24%	-8%	-14%	-3%	-19%	-14%	-6%	-1%
BLM helicase inh	-6%	1%	-7%	/	0%	-2%	-7%	-3%
Glioma ERSR ind	-2%	-4%	-3%	-5%	-5%	-1%	-3%	-4%
Anesthetic bind	-12%	?	-17%	/	-11%	-9%	6%	-4%
POLB inh	13%	3%[57.1 µM]	-5%	/	1%	29%	41%	3%
Pol kappa inh	-5%	-9%	-18%	-8%	-8%	-3%	-7%	10%

#9 CC(=O)CC1CCCCN1 (stereo not drawn)
#10 OC1/C(=C/c2ccc(F)cc2)N2CCC1CC2 (stereo not drawn)
#11 Nc1ccccc1Cl
#12 C[C@H](NC(=O)N1C[C@H]2C[C@@H](C1)c1cccc(=O)n1C2)C(=O)Nc1ccccc1F
#13 CN1CCN(c2ccc(F)cc2N)CC1
#14 NNC(=O)c1ccc(O)cc1
#15 CC(=O)Nc1ccccc1OP1(=O)COc2ccccc2OC1
#16 CS(=O)(=O)N1CCCC(C(=O)N2CCC3(CC2)OCCO3)C1 (stereo not drawn)

compound no.	9	10	11	12	13	14	15	16
APE1 inh	2%	1%	?	-8%	14%	44%&27%	-8%	0%
LDHA inh	/	-1	-19	0	2	-5	-1	1
Pol iota inh	/	-2%	-13%	-27%	81%[activator]	-25%	25%	-9%
POLH inh	/	-4%	2%	-4%	-14%	-11%	-2%	-7%
BLM helicase inh	0%	-1%	/	-10%	-4%	/	-1%	-2%
Glioma ERSR ind	-1%	-4%	-5%	1%	-2%	-1%&-2%	-4%	-3%
Anesthetic bind	-3%	-5%	/	-10%	-3%	/	-1%	-9%
POLB inh	/	15%	/	2%	46%	11%[57.1 µM]	-2%	38%
Pol kappa inh	-16%[60.1 µM]	-9%	-11%	8%	-11%	-12%[60.1 µM]	-14%	-7%

#17 O=C(C1CC(=O)N(C2CCCCCCC2)C1)N1CCC2(CC1)OCCO2 (stereo not drawn)
#18 CCC(C)C1NC(=O)C(NC(=O)C(CC(C)C)N(C)C(=O)C2CCCN2C(=O)C(C)O)C(C)OC(=O)C(Cc2ccc(OC)cc2)N(C)C(=O)C2CCCN2C(=O)C(CC(C)C)NC(=O)[C@H](C)C(=O)[C@H](C(C)C)OC(=O)CC1O (stereo partly drawn)
#19 Clc1cncc(N2CCNCC2)n1
#20 Cc1nn(CC(=O)N2CCC3(CC2)OCCO3)c(=O)c2cc3ccccc3n12
#21 C/C(=N\NC(=O)c1ccncc1)c1c(O)[nH]c(=O)[nH]c1=O
#22 Cc1cc(Cl)ccc1OCCCC(=O)NCc1cccs1
#23 c1ccc(C(c2ccccc2)N2CCN(c3ccc4ccccc4n3)CC2)cc1
#24 CCN(C(=O)COC(=O)C(O)(c1ccccc1)c1ccccc1)c1c(N)n(Cc2ccccc2)c(=O)[nH]c1=O

compound no.	17	18	19	20	21	22	23	24
APE1 inh	-1%	/	-3%&-4%	13%	/	13%	6%	-1%
LDHA inh	-8	4	/	0	6	1	-6	-12
Pol iota inh	-10%	-20%	/	44%[activator]	13%	8%	17%	15%
POLH inh	-2%	?	/	-8%	0%	-9%	?	-6%
BLM helicase inh	1%	/	1%	2%	/	-2%	-1%	/
Glioma ERSR ind	-3%	-6%	0%&-2%	-2%	-2%	0%	-6%	2%
Anesthetic bind	-2%	/	-3%	-4%	/	-8%	-1%	/
POLB inh	7%	/	/	14%	/	17%	4%	/
Pol kappa inh	0%	-8%	-2%&-8%[19.4 µM]	4%	0%	-20%	6%	-5%

#25 COC(=O)C1=C(C)NC(C)=C(C(=O)NCCCN2CCC(c3ccccc3)(c3ccccc3)CC2)C1c1ccc([N+](=O)[O-])cc1 (stereo not drawn)
#26 CCOc1ccc2nc(NC(=O)c3cccn(Cc4ccc(Cl)cc4)c3=O)sc2c1
#27 O=C(O)c1ccc(-n2c(O)c(/C=C3\C=Nc4ccccc43)c(=O)[nH]c2=O)cc1
#28 CCc1c(C)nc(N)nc1N1N=C1SCC(N)=O
#29 COc1ccc(C(=O)C2CCCN(Cc3ccon3)C2)cc1OC (stereo not drawn)
#30 CCN1C[C@@]2(COC)CC[C@H](OC)[C@]34[C@@H]1[C@]1(OCO[C@@]15C[C@@H](OC)C1C[C@H]3[C@H]5[C@@H]1OC)[C@H](O)[C@@H]24
#31 Cc1cc(NCCN)nc2ccccc12
#32 Cc1ccccc1C(=O)NC(Oc1ccccc1)C(Cl)(Cl)Cl (stereo not drawn)

compound no.	25	26	27	28	29	30	31	32
APE1 inh	-5%	/	-18%	-6%	1%	-3%[21 µM]	0%	-2%
LDHA inh	/	-8	8	-11	-5	/	0	-4
Pol iota inh	/	20%	?	-9%	-11%	/	16%	116%[activator]
POLH inh	/	-5%	50µM*	0%	-12%	/	-12%	-17%
BLM helicase inh	-8%	-2%	0%	1%	-3%	1%[21.4 µM]	30%[activator]	2%
Glioma ERSR ind	-8%	-3%	-1%	-7%	-3%	-3%	-2%	-5%
Anesthetic bind	-22%	1%	-4%	2%	-6%	2%[29.3 µM]	-6%	1%
POLB inh	/	5%	-13%	26%	-21%	/	0%	22%
Pol kappa inh	?	-2%[60.1 µM]	-5%	1%	-8%	-10%[12 µM]	2%	1%

Shown with values under each structure: entries from further up.
Each structure is followed by: APE1 inh	LDHA inh	Pol iota inh	POLH inh	BLM helicase inh	Glioma ERSR ind	Anesthetic bind	POLB inh	Pol kappa inh
[28] CCc1c(C)nc(N)nc1N1N=C1SCC(N)=O
→ -6%	-11	-9%	0%	1%	-7%	2%	26%	1%
[29] COc1ccc(C(=O)C2CCCN(Cc3ccon3)C2)cc1OC (stereo not drawn)
→ 1%	-5	-11%	-12%	-3%	-3%	-6%	-21%	-8%
[30] CCN1C[C@@]2(COC)CC[C@H](OC)[C@]34[C@@H]1[C@]1(OCO[C@@]15C[C@@H](OC)C1C[C@H]3[C@H]5[C@@H]1OC)[C@H](O)[C@@H]24
→ -3%[21 µM]	/	/	/	1%[21.4 µM]	-3%	2%[29.3 µM]	/	-10%[12 µM]
[31] Cc1cc(NCCN)nc2ccccc12
→ 0%	0	16%	-12%	30%[activator]	-2%	-6%	0%	2%

(cont.)
#33 NCCc1c[nH]c2ccccc12
#34 c1cc[n+]2c(c1)-c1cccc[n+]1CC2
#35 COC(=O)c1ccc(COc2cc(C)cc3oc(=O)c4c(c23)CCCC4)o1
#36 CN1C(=O)/C(=C\N2CCc3ccccc32)C(=O)NC1=S
#37 CN(C)C(CNC(=O)Cc1ccc(Br)cc1)c1ccccc1 (stereo not drawn)
#38 O=C1NC(=S)NC(=O)C1Cc1ccccc1O
#39 O=C1CC(c2ccccc2)CC(O)=C1C=NCCN1CCN(C(=O)Cc2ccccc2)CC1 (stereo not drawn)
#40 COc1ccccc1CN1CC[C@@]2(CCCN(C(=O)Oc3ccccc3)C2)C1

compound no.	33	34	35	36	37	38	39	40
APE1 inh	-1%&6%&-5%&-3%	20%	?	10%	47%[activator]	/	6%	-4%
LDHA inh	3	/	-5	13	-14	-9	-4	/
Pol iota inh	-7%[58.9 µM]	/	-6%	?	39%[activator]	17%	9%	/
POLH inh	-2%[57.1 µM]	/	6%	-6%	13%	-10%	-9%	/
BLM helicase inh	-1%&5%	5%	-2%	-20%	1%	/	-3%	-17%
Glioma ERSR ind	1%&1%&-3%&-4%	-1%	-3%	-1%	-2%	-2%	-5%	-3%
Anesthetic bind	-17%	-1%	?	-5%	-3%	/	-6%	/
POLB inh	2%[57.1 µM]	/	0%	2%	3%	/	20%	/
Pol kappa inh	10%[60.1 µM]	-3%[60.1 µM]	-8%[60.1 µM]	-27%	0%	-7%	-8%	-5%[60.1 µM]

#41 C[C@H]1[C@@H](O)[C@@H](C)/C=C\C=CCC\C=C/C=C\C=C/C=C[C@@H](O[C@H]2O[C@@H](C)[C@@H](O)[C@@H](N)[C@@H]2O)C[C@@H]2O[C@@](O)(C[C@@H](O)[C@H]2C(=O)O)C[C@@H](O)[C@@H](O)CC[C@@H](O)C[C@@H](O)C[C@@H](O)CC(=O)O[C@H]1C
#42 CC1CCC(NC(=O)CNC(=S)N2CC3CC(C2)c2cccc(=O)n2C3)CC1 (stereo not drawn)
#43 Cn1nc(-c2ccccc2)nc2c(=O)n(C)c(=O)nc1-2
#44 CC1CCCCC1NC(=O)CNC(=S)N1CC2CC(C1)c1cccc(=O)n1C2 (stereo not drawn)
#45 O=c1cccc2n1CC1CC2CN(c2ncnc3c2cnn3-c2ccc(Cl)cc2)C1 (stereo not drawn)

compound no.	41	42	43	44	45
APE1 inh	-2%[21 µM]	-18%	/	-5%	-1%
LDHA inh	/	-1	25	-2	-3
Pol iota inh	/	7%	-92%	11%	29%
POLH inh	/	-6%	/	-4%	-9%
BLM helicase inh	2%[21.4 µM]	0%	/	-1%	1%
Glioma ERSR ind	-4%	0%	-10%	-3%	-8%
Anesthetic bind	-16%[29.3 µM]	-3%	/	-5%	-7%
POLB inh	/	8%	/	19%	0%
Pol kappa inh	-6%[12 µM]	-11%	-15%	-3%	-11%

Only part of the results is shown; rates above refer to the full screens.
